Compound activity deposited in PubChem BioAssay by National Center for Advancing Translational Sciences (NCATS).
Mm-Cpn inhibitor: Inhibitors of TCP-1 ring complex (TRiC) of Methanococcus maripaludis (MmCpn): qHTS; AID 504842, 2011; Chaperonin Mm-Cpn (Methanococcus maripaludis); 330,000 tested, 0.031% active; purified Mm-Cpn ATPase, ADP Transcreener TR-FRET; Potency, µM (doses to about 76.9 µM), for inactives: top-dose activity, negative = inhibition, most hits filed as inhibitors; further: potency means the concentration at half of the fitted maximal effect; on the % scale 0 is the no-effect control and ±100 the full control effect; nearly all actives have a fitted effect of over 80% in size
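Purified archaeal chaperonin (25 nM final) was preincubated with compound for 10 min at 37°C, then ATP (10 uM final) was added for 30 min at 37°C in Tris pH 7.4/KCl/MgCl2/DTT buffer. ADP was quantified by HTRF Transcreener TR-FRET.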
Nrf2 ARE act: qHTS of Nrf2 Activators; AREc32 ARE-luciferase reporter (MCF7-derived line), luminescence, 24 h; Potency, µM (series often up to 46.1 µM), for inactives: top-dose activation, hits mostly activators; 410,000 tested, 0.31% active; AID 624171, 2012; further: potency means the concentration at half of the fitted maximal effect; % of control where 0% means no effect; nearly all actives have a fitted effect of over 65% in size
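Reporter line AREc32 (ARE-Fluc), seeded overnight in OPTI-MEM with 5% FBS; compound pin-transferred, 24 hr at 37 deg C, 5% CO2; luminescent read-out.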
pAkt inh: HTS Assay for Inhibitors of Akt Phophorylation: Primary Screen | AID 651550, 2012 | activity change, % for hits at 50 µM | 360,000 tested, 0.32% active | Neuro2A IGF-stimulated pAkt S473 HTRF, 20 min; stronger effect = lower value; in the data active means activity change below about -80%; inconclusive means mostly about -51% to -80%; further: on the % scale 0 is the no-effect control and ±100 the full control effect
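Neuro2A cells (4,500/well, DMEM with 0.5% FBS) were treated with compound at a single 50 µM final concentration, stimulated with 6 nM IGF for 20 min at 37 °C, and lysed. Phospho-Akt Ser473 was read by HTRF as 665/615 ratio ×10^4.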
A549 tox: Nrf2 qHTS screen for inhibitors: counterscreen for cytotoxicity | 390,000 tested, 0.16% active | Potency, µM (doses to about 46 µM), for inactives: top-dose activity change, negative = cytotoxicity, actives largely listed as inhibitors | AID 504648, 2011 | A549 ARE-Fluc cells, CellTiter-Fluor viability, 18-24 h; further: potency means the concentration at half of the fitted maximal effect; on the % scale 0 is the no-effect control and ±100 the full control effect
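Cytotoxicity counterscreen: CellTiter-Fluor fluorescence was measured in A549 ARE_Fluc cells after 18-24 h of compound exposure in a concentration series. The subsequent BugLite luminescent read reports ARE-luciferase activity.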
EPAC2 ag: qHTS for Agonist of cAMP-regulated guanine nucleotide exchange factor 4 (EPAC2): primary screen | Rap guanine nucleotide exchange factor 4 (Homo sapiens), Q8WZA2 | EPAC2 activation, biochemical qHTS; response scale: 100% = 6.5 mM cAMP response | Potency, µM (top dose mostly 154 µM), inactives show at the highest dose activation, most hits filed as activators | 360,000 tested, 0.079% active; further: potency means the concentration at half of the fitted maximal effect; nearly all actives have a fitted effect of over 50% in size
Target sequence (Q8WZA2 whole entry, looked up): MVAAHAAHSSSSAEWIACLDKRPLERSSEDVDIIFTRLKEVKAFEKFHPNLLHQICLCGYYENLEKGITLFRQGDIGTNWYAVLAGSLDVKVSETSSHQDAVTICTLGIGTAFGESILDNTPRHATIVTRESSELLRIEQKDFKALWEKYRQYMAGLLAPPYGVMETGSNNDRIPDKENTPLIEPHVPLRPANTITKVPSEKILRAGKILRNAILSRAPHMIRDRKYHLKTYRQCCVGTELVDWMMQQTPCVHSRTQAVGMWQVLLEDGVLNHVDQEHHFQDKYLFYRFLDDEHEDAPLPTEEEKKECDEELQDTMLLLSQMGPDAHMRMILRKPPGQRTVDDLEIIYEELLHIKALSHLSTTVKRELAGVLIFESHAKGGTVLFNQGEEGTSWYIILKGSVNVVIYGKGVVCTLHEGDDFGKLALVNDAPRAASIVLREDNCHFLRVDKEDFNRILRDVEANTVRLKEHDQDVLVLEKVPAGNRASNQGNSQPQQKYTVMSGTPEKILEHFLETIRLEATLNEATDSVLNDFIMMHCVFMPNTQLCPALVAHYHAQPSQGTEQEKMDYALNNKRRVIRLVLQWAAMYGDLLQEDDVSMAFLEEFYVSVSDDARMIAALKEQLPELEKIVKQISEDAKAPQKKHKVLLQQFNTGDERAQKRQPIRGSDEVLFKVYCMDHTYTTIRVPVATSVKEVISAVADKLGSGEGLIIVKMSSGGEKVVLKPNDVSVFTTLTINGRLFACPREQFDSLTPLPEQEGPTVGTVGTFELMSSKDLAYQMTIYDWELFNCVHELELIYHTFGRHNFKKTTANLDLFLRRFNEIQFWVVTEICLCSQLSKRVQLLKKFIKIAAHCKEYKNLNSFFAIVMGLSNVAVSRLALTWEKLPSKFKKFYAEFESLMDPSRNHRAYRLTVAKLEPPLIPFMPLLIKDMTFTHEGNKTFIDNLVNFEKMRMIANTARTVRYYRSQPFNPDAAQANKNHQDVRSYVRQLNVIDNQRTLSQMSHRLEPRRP
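In this primary screen, activation is scored as increased exchange of BODIPY-GDP from Rap1B by 100 nM EPAC2, with 50 uM GDP as competitor. Signal is normalized to the 6.5 mM cAMP agonist control.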
CCT chaperon mod: High-Throughput Screening for Modulators of Cytosolic Chaperonin Activity; activity change, % (no concentration beside the values), hits read low; AID 651819, 2012; purified chaperonin ATPase assay, HTRF ADP detection, 30 min; 360,000 tested, 0.3% active; in the data active means activity change below about -30%; further: on the % scale 0 is the no-effect control and ±100 the full control effect
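ATPase activity: ADP formed was measured by HTRF Transcreener (665/615 nm ratio) after 30 min at 37 deg C with 10 uM ATP. Compounds screened at one 76 uM concentration against 40 or 20 nM TRiC in Tris pH 7.4/KCl/MgCl2/DTT buffer.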
Nrf2 block: Nrf2 qHTS screen for inhibitors | 360,000 tested, 2.1% active | A549 ARE-Fluc reporter, luciferase luminescence, 18-24 h | Potency, µM (series often up to 46 µM), for inactives: top-dose activity change, negative = inhibition, most hits filed as inhibitors; further: potency means the concentration at half of the fitted maximal effect; on the % scale 0 is the no-effect control and ±100 the full control effect; nearly all actives have a fitted effect of over 60% in size
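Cells were seeded and rested 2 h, then exposed to compounds for 18-24 h. CellTiter-Fluor was read first as a viability measure. BugLite was added 15 min before the final luminescent read of ARE-luciferase activity in A549 cells.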
TGFb SMAD3 inh: qHTS for Inhibitors of TGF-b | 410,000 tested, 1.2% active | HepG2 CAGA-GFP TGF-b/SMAD3 reporter, GFP fluorescence, 18 h; TGF-beta stimulated, 500 pg/mL final | Potency, µM (titrated, usually from 46.1 µM), for the others: at the highest dose activity, negative = inhibition, usual class: inhibitors; further: potency means the concentration at half of the fitted maximal effect; on the % scale 0 is the no-effect control and ±100 the full control effect; nearly all actives have a fitted effect of over 65% in size
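Smad-responsive CAGA-GFP expression was quantified in HEPG2 cells exposed to compounds and 500 pg/mL final TGF-beta for 18 h at 37 degrees C; unstimulated wells defined full inhibition.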
EPAC2 antag: qHTS for Antagonist of cAMP-regulated guanine nucleotide exchange factor 2 (EPAC2): primary screen. Potency, µM (doses to about 114 µM), for the others: at the top dose activity, negative = inhibition, most hits filed as inhibitors. AID 720708, 2013. 360,000 tested, 0.18% active. EPAC2 GEF exchange of Rap1B-BODIPY-GDP, fluorescence. Rap guanine nucleotide exchange factor 4 (Homo sapiens), Q8WZA2; further: potency means the concentration at half of the fitted maximal effect; on the % scale 0 is the no-effect control and ±100 the full control effect; nearly all actives have a fitted effect of over 45% in size; many of its hits are not listed in these tables
Active calls of the source: *; i = inactive; ? = inconclusive; · = not tested or not shown; & = joins results of further samples; [ ] = dose if it differs, or a comment. Unless noted, the call rests on the fitted dose curve; in most records, active means well fitted curve in the direction sought with a large enough effect; inconclusive means small, poorly fitted or top-dose-only effect, or another doubt; inactive means no such curve, though single readings can be large; an effect the other way counts as inactive or inconclusive.

Molecule,Mm-Cpn inhibitor,Nrf2 ARE act,pAkt inh,A549 tox,EPAC2 ag,CCT chaperon mod,Nrf2 block,TGFb SMAD3 inh,EPAC2 antag
CCCNC(=O)c1nc(C)n(-c2cc(Cl)cc(Cl)c2)n1,-0.1%,-0.4%,i,-2.3%,-4.2%,0.0,-27.3%,0.0%,3.9%
Cc1noc(C)c1COC(=O)c1ccc2c(c1)OCCO2,0.1%,-0.7%,i,-4.3%,-0.6%,0.1,-14.2%,-4.4%,14.7%
O=C(NN=Cc1c(F)cccc1F)c1ccccc1NS(=O)(=O)c1cccs1,-5.9%,1.8%,i,0.2%,9.8%,-5.0,10.4%,-31.9%,10.7%
CCn1nc(C)c2c(-c3ccccc3)cc(=O)n(C(C)C(=O)NCCc3ccccc3)c21 (stereo not given),·,5.3%,·,-11.1%,·,·,18.4µM*,?,·
COc1ccccc1NC(=O)C1CCN(S(=O)(=O)c2ccc3c(c2)NC(=O)C(C)S3)CC1 (stereo not given),-0.1%,4.1%,i,0.9%,6.6%,2.2,-3.9%,?,-3.3%
CCOC(=O)c1sc(NC(=O)CSc2ncccn2)c(C#N)c1C,-0.7%,0.2%,i,18.9%,3.5%,-1.1,-12.9%,-7.7%,-4.4%
O=C(NCCCSc1ccccc1)c1cnc(Cl)c(Cl)c1,0.9%,2.9%,i,-1.1%,11.4%,1.2,4.4%,6.1%,-11.6%
O=C1CC(C(=O)N2CCCc3ccccc32)CN1c1ccc(F)cc1 (stereo not given),0.4%,0.3%,i,0.7%,1.1%,1.0,?,5.5%,7.7%
O=C1C(=O)N(CNc2cccnc2)c2ccccc21,-0.6%,1.9%,i,-2.5%,-14.4%,-1.2,7.3%,0.0%,5.3%
CC1=C(C(=O)N2CCCC(CCC(=O)NCc3ccc(F)c(F)c3)C2)OCCO1 (stereo not given),0.2%,-0.3%,i,0.6%,3.0%,-0.5,4.7%,7.0%,4.8%
COc1cc(C2c3c(-c4ccccc4)n[nH]c3C(=O)N2c2ccc(C(=O)O)cc2)ccc1O (stereo not given),0.8%,-1.3%,i,-9.8%,6.6%,-0.6,-7.8%,15.4%,-0.5%
O=C1c2ccccc2C(=O)c2c1cccc2N1CCN(CCO)CC1,-5.6%,4.3%,i,0.1%,-3.5%,-4.6,?,24.2%,5.4%
CCCCOc1ccc(CNC(=S)N/N=C/c2ccc(OC)c(OC)c2)cc1,-0.5%,-0.1%,i,-16.8%,0.9%,-4.9,·,-25.8%,-9.3%
CC(C)OC(=O)CC(=O)c1sc2nc3c(cc2c1N)CN(C)CC3,1.0%,-0.4%,i,-12.1%,-1.7%,-1.1,-11.2%,0.1%,-0.4%
CCOc1ccc(-n2c(SC)nc3c(c2=O)SCC3)cc1,-2.5%,0.0%,i,-3.5%,4.4%,-1.5,2.7%,9.4%,-3.2%
CCc1cc(C(=O)OC)c(NC(=O)CC2NCCNC2=O)s1 (stereo not given),-0.6%,0.4%,i,-7.0%,5.4%,-2.8,1.8%,-28.4%,-1.5%
CCOc1ccc(S(=O)(=O)NCCC(=O)NCc2cccnc2)cc1,4.0%,-0.6%,i,10.3%,13.0%,-4.5,-3.9%,0.0%,5.9%
CCSc1nnc(NC(=O)CSc2nnc(Cc3cccn3C)n2CCc2ccccc2)s1,-1.7%,-1.0%,·,-0.2%,-8.0%,-2.0,·,16.6%,8.6%
CCCS(=O)(=O)NC(=O)C1(C)CCN(C(=O)c2cc(C)oc2C)C1 (stereo not given),·,-0.7%,i,·,10.7%,-0.4,·,4.4%,2.9%
Cc1ccc(CC(=O)O/N=C(\N)c2ccncc2)cc1,-0.6%,2.8%,i,10.8%,4.8%,0.0,2.9%,-8.9%,1.6%
COc1ccc(C(C)=O)cc1COc1cccc2c1OC(C)(C)C2,-0.1%,0.2%,i,5.6%,9.1%,1.8,4.0%,16.9%,3.0%
COCC(O)Cn1ccnc1[N+](=O)[O-] (stereo not given),·,-0.7%,i,·,9.2%,-2.2,·,3.1%,2.7%
COc1ccc(F)cc1S(=O)(=O)Nc1cc2c3c(c1)CCN3C(=O)CC2,0.6%,6.7%,i,2.0%,-0.6%,0.7,11.6%,-0.9%,1.0%
COCCSc1ccccc1C(=O)N1CCc2ccccc21,-1.8%,-0.4%,i,6.4%,10.2%,2.5,6.1%,-0.6%,12.6%
Cc1cccc(OCc2nnc(SCC(=O)N3CCc4ccccc43)n2C)c1,-0.4%,-0.4%,i,0.7%,-2.3%,0.6,10.8%,4.2%,-6.3%

Molecule,Mm-Cpn inhibitor,Nrf2 ARE act,pAkt inh,A549 tox,EPAC2 ag,CCT chaperon mod,Nrf2 block,TGFb SMAD3 inh,EPAC2 antag
COc1cccc(Nc2nc(N)c([N+](=O)[O-])c(N3CCOCC3)n2)c1,-2.1%,2.9%,i,-0.1%,3.7%,-1.6,0.0%,39.1%,-5.0%
COc1cccc(CN2CCNC(=O)C2CC(=O)NCCCN2CCCC2=O)c1 (stereo not given),5.1%,-0.1%,i,8.4%,4.4%,1.7,5.3%,-1.2%,0.1%
CCOC(=O)C1=CC[C@@H](c2ccncc2)N(S(=O)(=O)c2ccc(C)cc2)C1,·,0.0%,i,·,9.0%,1.0,·,-23.3%,-2.9%
CN(Cc1ccco1)C(=O)C(Cc1ccccc1)NS(=O)(=O)c1ccc2c(c1)CCC(=O)N2 (stereo not given),-1.1%,0.7%,i,-2.3%,3.4%,-4.7,-10.4%,-6.8%,3.8%
O=C(O)COC(=O)C1C(c2ccccc2)C(C(=O)O)C1c1ccccc1 (stereo not given),?,0.0%,i,1.4%,6.2%,2.5,-2.5%,-4.8%,9.7%
CC12C=CC3(CN(Cc4ccccc4)C(=O)C3C1C(=O)NCc1ccco1)O2 (stereo not given),-0.2%,5.1%,i,3.4%,4.8%,1.8,·,0.3%,9.3%
Cc1ccc(-n2c(SCC(N)=O)nc3c(oc4ccccc43)c2=O)cc1,0.2%,0.1%&4.7%,i,1.3%&1.5%,-3.3%,-0.2,-11.5%&-8.0%,-15.6%&-24.5%,-17.2%
CC(=O)Nc1ccc(NS(=O)(=O)c2cc(-c3cnc(C4CC4)o3)ccc2C)cc1,-0.4%,4.0%,·,2.5%,-1.3%,-0.8,-9.8%,7.8%,21.9%
Cc1ccnc(NC(=O)CCC2CCCCC2)c1,0.6%,2.6%,i,-5.9%,-5.1%,-0.6,?,-11.9%,6.5%
O=C(c1cccc(Cl)c1)C1CCCN(Cc2ccc(N3CCNC3=O)cc2)C1 (stereo not given),4.1%,4.6%,i,-0.1%,0.9%,-11.4,?,-15.4%,0.8%
NC(=O)[C@@H]1[C@@H]2C(=O)N(c3ccc(F)cc3)C(=O)[C@@H]2[C@H]2C=Cc3ccccc3N21,-9.5%,12.5%,i,0.3%,-5.6%,-5.8,4.5%,-23.9%,14.1%
COc1cc(N(CCCn2cnc3c(SC)ncnc32)CCCn2cnc3c(SC)ncnc32)cc(OC)c1OC,·,-0.5%,i,·,6.5%,-1.3,·,?,2.6%
NCCCC[C@H]1CN=C(N)N1CCc1cccc2ccccc12,·,-0.4%,i,-2.4%,6.4%,1.8,-18.3%,17.0%,0.2%
O=c1c2cn[nH]c2[nH]c(=S)n1-c1ccccc1,-1.1%,-0.2%,i,-4.3%,-1.1%,-2.5,3.8%,2.5%,-1.0%
COc1ccc(-c2nc(SC)n(C(=O)c3ccco3)n2)cc1,-1.2%,0.8%,i,9.0%,-4.5%,-0.5,17.7%,-8.0%,-1.1%
Cc1ccc(S(=O)(=O)NC2=NCN(CCOC(=O)c3ccccc3)CN2)cc1,1.6%,-0.7%,i,-19.9%,2.9%,-0.4,-9.8%,2.4%,4.9%
Cc1c(Cl)cccc1NC(=O)C1C2C=CC(C2)C1C(=O)O (stereo not given),0.1%,-0.1%,i,-1.5%,0.0%,-0.8,-16.1%,1.4%,1.1%
CCOC(=O)CNC(=S)N1CCn2c(nc3ccccc32)C1,-0.9%,0.6%,i,-0.9%,-4.2%,1.9,-2.9%,-16.6%,0.5%[57.1 µM]
COc1cc(CC(=O)OCC(=O)NCc2cccs2)cc(OC)c1OC,-0.1%,-0.5%,i,-8.7%,4.0%,-3.7,-16.8%,3.9%,-2.9%
Cc1cc(NC(=O)CN(C)S(=O)(=O)c2cnc[nH]2)ccc1Br,2.8%,-0.5%,i,-0.6%,7.6%,1.4,14.0%,5.8%,5.9%
CN(C)CCCNc1nc2cc(-c3cnn(Cc4ccccc4)c3)sc2c(=O)n1C,·,3.8%,i,·,11.3%,0.1,·,20.6%,2.4%
COc1ccc2c(Sc3ccc(C)cc3)c(C(=O)NC(C)c3ccccc3)[nH]c2c1 (stereo not given),·,0.9%,·,-1.3%,·,·,?,8.0%,·
O=C(Nc1ccc(Br)cc1)C1CCC(=O)N1Cc1ccccc1Cl (stereo not given),1.0%,0.4%,i,-8.2%,-7.9%,-1.9,-23.2%,-13.7%,5.6%

A portion of the library. The share of hits here may be higher or lower than overall.
